ANO1 activ – activators or potentiators of mouse TMEM16A chloride channel; Q8BHY3; HEK293 TMEM16A/YFP-H148Q/I152L, iodide quench fluorescence; stronger effect = lower value; B-score at 10 µM; 340,000 tested, 0.3% active; AID 623877;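 active = fluorescence-ratio B-score plate-corrected deviation score at least 3 library SD below zero, with starting fluorescence score within 5 deviations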;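 also: channel opened by trigger with iodide after compound preincubation; score built on the fluorescence ratio of max minus min over baseline; more negative score means more quench and so TMEM16A activation or potentiation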
MrgX1 PAM – human MrgX1 positive allosteric modulation, primary screen; Q96LB2; MrgX1-HEK293, Fluo-4 calcium flux, FDSS; stronger effect = higher value; 310,000 tested, 0.63% active; AID 588675; B-score at 10 µM;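 active = plate-corrected calcium response at least 3 library SD above typical, normal starting fluorescence, not activating the receptor alone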;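 also: compound read alongside a low EC10 to EC30 dose of BAM8-22 agonist; peak minus trough fluorescence over baseline measured at the second addition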
Target sequence (Q96LB2 whole entry, looked up): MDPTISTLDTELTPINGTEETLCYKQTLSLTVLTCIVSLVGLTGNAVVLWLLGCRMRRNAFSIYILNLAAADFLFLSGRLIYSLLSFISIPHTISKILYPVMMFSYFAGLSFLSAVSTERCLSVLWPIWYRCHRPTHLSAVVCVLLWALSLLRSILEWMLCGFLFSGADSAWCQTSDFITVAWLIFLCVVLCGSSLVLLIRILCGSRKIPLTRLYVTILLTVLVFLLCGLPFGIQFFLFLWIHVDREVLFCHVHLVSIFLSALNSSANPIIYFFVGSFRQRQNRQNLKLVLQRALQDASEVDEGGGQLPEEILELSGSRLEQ
ANO1 block – mouse TMEM16A channel inhibition, primary screen; Q8BHY3; HEK293 TMEM16A/YFP iodide influx fluorescence, ionomycin; normalized B-score (activity score, 25-100; higher = stronger inhibition) at 10 µM; 310,000 tested, 1.2% active; AID 588511;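 active = ratio plate-corrected score three or more library SD toward inhibition, starting fluorescence score within five deviations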;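 also: score derived from kinetic fluorescence span divided by baseline fluorescence per well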
TRPC6 act – activators of mouse TRPC6 channel. AID 2550. HEK293-TRPC6 membrane potential dye fluorescence; stronger effect = higher value. B-score at 10 µM. 310,000 tested, 0.13% active;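 active = B-score of the integrated fluorescence ratio above library mean plus 3 SD, and starting fluorescence ratio within library mean plus 5 SD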;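 also: higher score means more depolarization so channel activation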
TRPC6 inh – mouse TRPC6 channel inhibition; Q61143; HEK293-TRPC6, membrane potential dye, ACh-evoked depolarization; stronger effect = lower value; B-score at 10 µM; 310,000 tested, 1.1% active;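 active = B-score under library mean minus 3 SD, initial fluorescence not abnormally high, positive integrated signal ratio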;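 also: B-score derived from integrated fluorescence ratio over the kinetic read; more negative B-score means stronger inhibition of depolarization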
TRPC4 inh – inhibitors of mouse TRPC4 channel. Q9QUQ5. 300,000 tested, 0.39% active. B-score at 10 µM. HEK293 TRPC4beta/mu-opioid, DAMGO-evoked Fluo4 calcium flux; stronger effect = lower value. AID 2247;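 active = B-score over 3 SD under the library average, no early fluorescence shift, positive overall ratio signal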
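Assay system: Stable TRPC4beta/mu-opioid receptor HEK293 cells | Reagent: DAMGO in two steps, submaximal then maximal | Compound dosing: Single concentration per test compound | Signal: Fluo4 Ca2+ flux fluorescence | Evaluation: Per-well B score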
MrgX1 agonist – activates human MrgX1 receptor signaling. MrgX1-HEK293 cells, Fluo-4 calcium fluorescence, agonist mode; stronger effect = higher value. AID 588627. 310,000 tested, 0.44% active. B-score at 10 µM. Q96LB2;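 active = calcium response B-score plate-corrected fluorescence ratio at least 3 library SD, with starting fluorescence B-score inside 5 SD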
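Assay system: stable human MrgX1 HEK293 cell line. Quantity: 15,000 cells per well. Schedule: cells plated overnight, dye loaded 0.5 h 37 °C, 0.5 h room temperature. Detection: Fluo-4 NW calcium-flux fluorescence, kinetic read. Read-out basis: peak-minus-minimum fluorescence over baseline, converted to B scores. Control set: positive and negative control wells on each plate.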
MrgX1 antagonist – human MrgX1 receptor antagonism, primary screen; Q96LB2; MRGX1-HEK293 calcium flux, Fluo-4, BAM8-22 antagonism; stronger effect = lower value; B-score at 10 µM; 310,000 tested, 1.3% active; AID 588676;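 active = calcium-response B-score plate-corrected more than 3 library SD below zero, starting fluorescence within 5 deviations, no agonist response on first addition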;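 also: peak minus trough fluorescence over baseline after final BAM8-22 challenge near maximal dose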
RGS4 inh – human RGS4 inhibition | P49798 | HEK293 M3R/RGS4 inducible, Fluo-4 calcium flux; stronger effect = higher value; triggered by carbachol at its EC20 | B-score at 10 µM | 310,000 tested, 0.45% active;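 active = B-score, a plate-corrected calcium signal, over three deviations above library mean, with baseline fluorescence within five deviations of library mean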;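 also: RGS4 expression induced by doxycycline in cells with stable M3 receptor; B-score is computed from the integrated fluorescence ratio over baseline after carbachol; higher B-score means a larger calcium signal and so more RGS4 inhibition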
Target sequence (P49798 whole entry, looked up): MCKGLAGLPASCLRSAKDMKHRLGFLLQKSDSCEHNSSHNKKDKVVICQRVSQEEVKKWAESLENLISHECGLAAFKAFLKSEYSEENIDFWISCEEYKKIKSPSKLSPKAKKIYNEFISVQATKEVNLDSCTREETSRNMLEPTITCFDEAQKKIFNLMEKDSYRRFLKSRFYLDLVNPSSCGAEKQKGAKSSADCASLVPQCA
TRPC4 PAM – TRPC4 (mouse) allosteric potentiation; HEK293 TRPC4beta/mu-opioid, DAMGO EC20, Fluo-4 Ca2+ flux; stronger effect = higher value; 310,000 tested, 0.42% active; Q9QUQ5; B-score at 10 µM;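 active = B-score of calcium response area above 5 SD of library B-scores, with initial fluorescence ratio within 5 SD of library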;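 also: B-score of integrated fluorescence ratio over time as area under calcium response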
TRPC4 act – TRPC4 (mouse) channel activation; Q9QUQ5; 310,000 tested, 0.49% active; HEK293 TRPC4beta/mu-opioid, Fluo4 calcium fluorescence; stronger effect = higher value; B-score at 10 µM;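 active = B-score above 5 SD of library B-scores, and initial fluorescence ratio not above library mean plus 5 SD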;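 also: positive B-score marks a calcium rise read as TRPC4 activation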
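Material: TRPC4beta and mu-opioid receptor HEK293 stable cells | Incubation: 45 min room-temperature Fluo4 loading, 110 s read | Detection: Kinetic Fluo4 calcium fluorescence | Measure: Integrated baseline-normalised fluorescence ratio, converted to per-well B score | Benchmarks: Low control buffer alone, high control maximal DAMGO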
* marks the source's active call; other numbers are inactive results; i = inactive; . = no result given. Not a hit list (roughly 5.8% active in at least one column).

SMILES	ANO1 activ	MrgX1 PAM	ANO1 block	TRPC6 act	TRPC6 inh	TRPC4 inh	MrgX1 agonist	MrgX1 antagonist	RGS4 inh	TRPC4 PAM	TRPC4 act
CC(C)C(NC=C1C(=O)OC(C)(C)OC1=O)C(=O)O (stereo not given)	i	i	i	i	i	i	i	i	i	i	i
COc1ccc(N(CC(=O)N2CCC(Cc3ccccc3)CC2)S(C)(=O)=O)cc1	i	i	i	i	i	i	i	i	i	i	i
O=C(Cn1cc(S(=O)(=O)N2CCN(c3ccccc3F)CC2)c2ccccc2c1=O)NCCCN1CCCCCC1	i	i	i	i	i	i	i	i	i	i	i
COc1cccc(C(=O)Nc2ccc(NC(=O)C3CC3)nc2)c1	i	i	i	i	i	i	i	i	i	i	i
CC(c1ccccc1)n1cnc2ccccc21 (stereo not given)	i	i	i	i	i	i	i	i	i	i	i
C=CCn1c(C)cc(C(=O)COC(=O)COc2ccccc2C#N)c1C	i	i	i	i	i	i	i	i	i	i	i
O/N=C/c1cc(Br)cc(Br)c1OCc1ccccc1	i	i	i	i	i	i	i	i	i	i	i
CN(Cc1ccon1)C(=O)CC1C(=O)NCCN1Cc1cccc(Oc2ccccc2)c1 (stereo not given)	i	i	i	i	i	i	i	i	i	i	i
Cc1ccc(C)n1-c1nn(S(=O)(=O)c2cccc(C(F)(F)F)c2)c2cccc(F)c12	i	i	i	i	i	i	i	i	i	i	i
Cc1ccccc1C(=O)N1CCN(c2ccc(NC(=O)c3ccc4c(c3)OCO4)cc2)CC1	i	i	i	i	i	i	i	i	i	i	i
CCCCn1c(SCC(=O)c2ccc3c(c2)OCCO3)nnc1-c1ccoc1C	i	i	i	i	i	i	i	i	i	i	i
O=C(NC12CC3CC(CC(C3)C1)C2)N1CC2Cc3cccc(=O)n3C(C2)C1 (stereo not given)	i	i	i	i	i	i	i	i	i	i	i
CCOc1ccc(CC(=O)NCCc2cnc[nH]2)cc1	i	i	i	i	i	i	i	i	i	i	i
COc1cc(C2NC(=O)NC(C)=C2C(=O)OCC2CCCCC2)ccc1O (stereo not given)	i	i	i	i	i	i	i	i	i	i	i
O=C(c1ccco1)N1CCC(c2nc3c(nnn3Cc3c(Cl)cccc3Cl)c(=O)[nH]2)CC1	i	i	i	i	i	i	i	i	i	i	i
O=C(NCc1ccccc1F)C1CCC(=O)N(Cc2ccc(Cl)cc2)C1 (stereo not given)	i	i	i	i	i	i	i	i	i	i	i
O=C(N/N=C/c1cccn1-c1ccc(O)cc1)c1cccc2ccccc12	i	i	i	i	i	i	i	i	i	i	i
C[C@@H](NC(=O)C(=O)c1c[nH]c2ccccc12)c1ccccc1	i	i	i	i	i	i	i	i	i	i	i
COc1ccc(NC(=O)C2=C(C)Nc3nc(CCCO)nn3C2c2ccc(OC)c(OC)c2)cc1 (stereo not given)	i	i	i	i	i	i	i	i	i	i	i
CN1CCc2c(sc3nc(NN)n(-c4ccc(Cl)cc4)c(=O)c23)C1	i	i	i	i	i	i	i	i	i	i	i
CSc1nc(O)c(C(c2ccc(C)cc2)c2c(O)nc(SC)[nH]c2=O)c(=O)[nH]1	i	i	i	i	i	i	i	i	i	i	i
Cc1ccc(CN2CCN(Cc3cccc(OCCO)c3)CC2CCO)o1 (stereo not given)	i	i	i	i	i	i	i	i	i	i	i
CCCC(=O)Nc1ccc(C(=O)NCc2ccccn2)cc1	i	i	i	i	i	i	i	i	i	i	i
O=C(Nc1ccc(Cl)cn1)C1CCCN1S(=O)(=O)c1cccc2ccccc12 (stereo not given)	i	i	i	i	i	i	i	i	i	i	i
Cc1cccc(C)c1NC(=O)NC1(C(=O)N2CCCC2)CCCCC1	i	i	i	i	i	i	i	i	i	i	i
Going on with the list:
SMILES	ANO1 activ	MrgX1 PAM	ANO1 block	TRPC6 act	TRPC6 inh	TRPC4 inh	MrgX1 agonist	MrgX1 antagonist	RGS4 inh	TRPC4 PAM	TRPC4 act
COc1ccc(-c2nnc(SCC(=O)c3ccc4c(c3)OCCO4)o2)cc1	.	i	i	i	i	i	i	i	i	i	i
O=C(COC(=O)Cc1cccc(C(F)(F)F)c1)Nc1ccccc1	i	i	i	i	i	i	i	i	i	i	i
O=C(c1cccc([N+](=O)[O-])c1)N1CCCC(C(=O)N2CCc3ccccc3C2)C1 (stereo not given)	i	i	i	i	i	i	i	i	i	i	i
CCCc1ccc(OC(=O)c2cccs2)cc1	i	i	i	i	i	i	i	i	i	i	i
C=CCN1C(c2ccc(OCC)cc2)=CS/C1=C(\C#N)c1nnc2n1CCCCC2	i	i	i	i	i	i	i	i	i	i	i
Cc1cc(OCC(=O)NC2CC(C)(C)NC(C)(C)C2)c(C)cc1Br	i	i	i	i	i	i	i	i	i	i	i
CC(C)(c1ccccc1)c1ccc(OCC2CO2)cc1 (stereo not given)	i	i	i	i	i	i	i	i	i	i	i
O=C(CN(C(=O)CNC(=O)c1cccs1)c1ccccc1F)NC1CCCCC1	i	i	i	i	i	i	i	i	i	i	i
CC(=O)CSc1nc(-c2ccccc2)c(-c2ccccc2)o1	i	i	i	i	i	i	i	i	i	i	i
O=C(c1ccc([N+](=O)[O-])o1)N1CCOCC1	i	i	i	i	i	i	i	i	i	i	i
Cc1cc(N2C(=O)C(O)=C(C(=O)c3cc4ccccc4o3)C2c2cccc(Br)c2)no1 (stereo not given)	i	i	i	i	i	i	i	i	i	i	i
COC(CSc1ncnc2c1oc1nc3c(cc12)COC(C)(C)C3)OC	i	i	i	i	i	i	i	i	i	i	i
C[C@]12CS(=O)(=O)C[C@H]1SC(=S)N2c1ccccc1	i	i	i	i	i	i	i	i	i	i	i
Cc1ccc(-c2nn3c(C)nnc3s2)cc1NC(=O)COc1ccc(Cl)cc1	i	i	i	i	i	i	i	i	i	i	i
O=C(c1ccco1)N1CCN(C(=O)C2CCN(S(=O)(=O)c3cccc4nsnc34)CC2)CC1	i	i	100*	i	i	i	i	i	i	i	i
COc1ccc(/C=N/NC2=NS(=O)(=O)c3ccccc32)cc1OC	i	i	i	i	i	i	i	i	i	i	i
O=C(CSc1ncn(-c2ccccc2)n1)Nc1ccc2c(c1)OCCO2	i	i	i	i	i	i	i	i	i	i	i
COc1cccc(N(CC(=O)NCc2ccco2)C(=O)CCC(=O)Nc2nccs2)c1	i	i	i	i	i	i	i	i	i	i	i
Cc1cnc(NC(=O)Cn2cnc3c2c(=O)n(C)c(=O)n3C)s1	i	i	i	i	i	i	i	i	i	i	i
CCCc1cc(=O)oc2cc(OCC(=O)OC)cc(OCC(=O)OC)c12	.	.	.	i	i	i	.	.	i	i	i
COc1cc([N+](=O)[O-])ccc1NC(=O)COC(=O)CCS(=O)(=O)c1ccc(C)cc1	i	i	i	i	i	i	i	i	i	i	i
CC(C)C(C(=O)Nc1ccc2c(c1)OCCOCCOCCOCCO2)N1C(=O)c2ccccc2C1=O (stereo not given)	i	i	i	i	i	i	i	i	i	i	i
CSc1nccc(-c2sc(SC)c(C#N)c2-c2ccccc2)n1	i	i	i	i	i	i	i	i	i	i	i
CSc1ccc(CN(C)C(=O)c2ccc(S(=O)(=O)Nc3ccccc3)cc2)cc1	i	i	25*	i	i	i	i	i	i	i	i
COc1ccc2[nH]c(=O)c(CN(C(=O)c3cccnc3)c3ccccc3C)cc2c1	i	i	i	i	i	i	i	i	i	i	i
The results go on:
SMILES	ANO1 activ	MrgX1 PAM	ANO1 block	TRPC6 act	TRPC6 inh	TRPC4 inh	MrgX1 agonist	MrgX1 antagonist	RGS4 inh	TRPC4 PAM	TRPC4 act
CC/C(Cc1ccccc1)=N\NC(=O)c1cc(C)oc1C	i	i	i	i	i	i	i	i	i	i	i
Cc1c(Cc2ccccc2)c(=O)oc2cc(O)ccc12	i	i	i	i	i	i	i	i	i	i	i
COc1ccc(CN2CCNC(=O)C2CC(=O)N(Cc2nccn2C)C(C)C)c(OC)c1 (stereo not given)	i	i	i	i	i	i	i	i	i	i	i
Cc1ccc(NS(=O)(=O)c2ccc(Cl)s2)nc1	i	i	i	i	i	i	i	i	i	i	i
Cn1c(C(=O)NCc2ccco2)cc2c(=O)[nH]c3ccccc3c21	i	i	i	i	i	i	i	i	i	i	i
c1ccc(CSc2ncnc3sccc23)cc1	i	i	i	i	i	i	i	i	i	i	i
COc1ccc(/C=N/NC(=O)CCn2c3ccccc3c3ccccc32)cc1OC	i	i	i	i	i	i	i	i	i	i	i
O=S(=O)(c1ccc(Br)cc1)c1nc(-c2ccco2)oc1NCC1CCCO1 (stereo not given)	i	i	i	i	i	i	i	i	i	i	i
Cc1c(C#N)c2ccccc2n1CC(=O)NC(C)c1ccccc1 (stereo not given)	i	i	i	i	i	i	i	i	i	i	i
CCOCCn1c(SCc2cccc(C)c2)nc2c1c(=O)[nH]c(=O)n2C	i	i	i	i	i	i	i	i	i	i	i
Cc1cc(C)nc(N/N=C/c2cccc(Cl)c2)n1	i	i	i	i	i	i	i	i	i	i	i
CCOC(=O)C1(Cc2cccc(OC)c2)CCCN(C(=O)c2ccccc2C)C1 (stereo not given)	i	i	i	i	i	i	i	i	i	i	i
CCOC(=O)CN1N=C(/C=C/c2ccc(C(C)C)cc2)CCC1=O	i	i	i	i	i	i	i	i	i	11*	i
CC(Sc1ccccc1)C(=O)NN=C1CCCC1 (stereo not given)	i	i	i	i	i	i	i	i	i	i	i
COc1ccc(Nc2cc(C)nc(N)n2)cc1	i	i	i	i	i	i	i	i	i	i	i
O=C(NC1CCCCC1)C(c1c(F)cccc1Cl)N(C(=O)c1csnn1)C1CC1 (stereo not given)	i	i	i	i	i	i	i	i	i	i	i
CC1CC(C)CN(CCOc2ccc(Cl)cc2Cl)C1 (stereo not given)	i	i	i	i	i	i	i	i	i	i	i
Cc1ccccc1C(=O)NC(=S)N(C)CCc1ccccn1	i	i	i	i	i	i	i	i	i	i	i
O=C1/C(=C/c2ccco2)CCC1C1CCCC1 (stereo not given)	i	i	i	i	i	i	i	i	i	i	i
